PMI activator: activators of human PMI, primary screen, biochemical, fluorescence intensity, near-Km mannose 6-phosphate | AID 1214, 2008 | activation factor at 20 µM | 190,000 compounds, 0.005% hits | purified human PMI, coupled resazurin fluorescence, 20 min; stronger effect = higher value; 1 = vehicle control, 0 substrate-free wells;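 active means activation factor of 2 or more at 20 µM, relative to plate controls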
Diaph inh CS: diaphorase inhibitors and chemical oxidizers, primary screen, counter-screen for diaphorase-coupled primary assays, biochemical, uHTS, resorufin fluorescence; diaphorase resazurin-to-resorufin fluorescence, NADH, 16 min; bacterial (C. kluyveri) enzyme, not human; inhibition, % at 20 µM; 190,000 compounds, 0.69% hits; AID 1217, 2008;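 active means primary screen inhibition at 20 µM above a set limit, cut at about 50% in these data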;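 further: plate controls were DMSO with full reaction for no effect and wells lacking NADH for full effect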
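material = Clostridium kluyveri diaphorase enzyme | amount = 0.14 U/mL diaphorase, enzyme working solution | schedule = incubation 16 min, room temperature | detection = fluorescence of resorufin formed from resazurin, Ex 544/Em 590 nm | benchmarks = positive control minus NADH, DMSO neutral control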
PMI act satM6P: human PMI activators, high substrate, primary screen, biochemical, fluorescence intensity, near-saturating mannose 6-phosphate; Mannose-6-phosphate isomerase (Homo sapiens), P34949; coupled PMI enzyme assay, resazurin fluorescence, 20 min; stronger effect = higher value; 1 = untreated enzyme, 0 = substrate-free blank; activation factor at 20 µM; 190,000 compounds, 0.34% hits; AID 1216, 2008;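 active means activation factor of 2 or more at 20 µM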
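Test system: human phosphomannose isomerase with PGI, G6PDH, diaphorase coupling enzymes; amount: 15 ng/mL PMI; incubation: enzyme reaction with compound 20 min at room temperature; technique: resorufin fluorescence (Ex 544/Em 590 nm) from resazurin via diaphorase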
S1P3 antagonist: S1P3 receptor antagonists, primary screen, cell-based | Sphingosine 1-phosphate receptor 3 (Homo sapiens), Q99500 | CHO S1P3 NFAT-BLA reporter, FRET fluorescence, antagonist mode | inhibition, % at 4.98 µM | 170,000 compounds, 0.27% hits | AID 485, 2006;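 active means inhibition above the plate cutoff, the mean inhibition of test wells on that plate plus 3 SD, cut at about 28% in these data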;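 further: cells challenged with S1P at its EC80 of 0.8 µM; blue over green emission ratio from cleaved BLA substrate after 4 h stimulation; 0% = S1P-stimulated wells and 100% = unstimulated DMSO-only wells; some compounds past the cut are filed as inactive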
Diaphorase act: compounds boosting diaphorase resazurin reduction – biochemical, uHTS, resorufin fluorescence, counter-screen for diaphorase-coupled primary assays, primary screen | Diaphorase/resazurin coupled assay, 16 min; stronger effect = higher value; 1 = vehicle wells, 0 = NADH-free wells | 190,000 compounds, 0.005% hits | activation factor at 20 µM;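 active means diaphorase activity raised at least twofold by the compound at 20 µM; inactive means activation factor below 2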
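Assay system: Purified diaphorase enzyme from Clostridium kluyveri | Amount: Enzyme 0.07 U/mL final | Dosing: Compound 20 µM once, DMSO 1% | Timing: 16 min reaction at room temperature | Detection: Fluorescence, excitation 544 nm and emission 590 nm | Evaluation: Higher resorufin formation from activation or reduction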
Hsp70 act: Hsp70 transcriptional activators, primary screen, cell-based, HeLa, Hsp70 promoter luciferase, luminescence, 10 µM; activation, % at 10 µM; HeLa Hsp70 promoter luciferase reporter; scaled: vehicle 0, proteasome-inhibitor control 100%; 200,000 compounds, 0.04% hits;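 active means activation above the mean across all tested compounds plus 3 SD, cutoff set per campaign, cut at about 5.5% in these data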;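 further: 100% = MG132 at 30 µM as the positive control and 0% = DMSO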
G6PDH CS: L. mesenteroides G6PDH inhibitors, counter-screen for G6PDH-coupled screening assays, biochemical, Leuconostoc mesenteroides enzyme; glucose-6-phosphate dehydrogenase [Leuconostoc mesenteroides]; Purified L. mesenteroides G6PDH, diaphorase/resazurin coupled fluorescence, 45 min; inhibition, % at 5 µM; 200,000 compounds, 0.12% hits
Redox H2O2 prof: compounds producing H2O2 with reducing agent – biochemical, NIH compound library profiling, artefact control for MLSCN library redox annotation, primary screen. DTT-dependent redox cycling H2O2, phenol red/HRP absorbance; 100% = 100 µM peroxide control, 0% = buffer. activation, % at 10 µM. 200,000 compounds, 0.03% hits. AID 878, 2007;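 active means activation of at least 50% relative to the plate's high and low controls in the primary single-dose screen; inactive means activation below 50%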;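 further: compound incubated with DTT at 0.8 mM final as the reducing agent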
RAM network inh: inhibitors of the yeast RAM network, primary screen, dse1pr::URA3 reporter, 5-FOA selection. S. cerevisiae dse1pr::URA3 reporter, 5-FOA growth OD615, 2 d; analog-sensitive cbk1-as2 kinase mutant strain. 190,000 compounds, 1.8% hits. inhibition, % at 50 µM;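 active means inhibition above a set limit, 3 SD over mean compound inhibition, cut at about 8.4% in these data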;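 further: 0% = DMSO-only wells with no growth and 100% = 10 µM 1-NA-PP1 full growth; inhibition rescues growth on 5-FOA so higher OD means more RAM inhibition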
L major viab: Leishmania major promastigote growth inhibition, primary screen | Leishmania major promastigotes, resazurin fluorescence viability | 200,000 compounds, 9% hits | inhibition, % at 10 µM | AID 1063, 2008;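 further: promastigotes grown with compound for 44 hours at 28 °C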
TLR4-MyD88 BLA: inhibitors of TLR4-MyD88 association in cells, primary screen, cell-based, HeLa CL3-4, BLA complementation, FRET ratio | 200,000 compounds, 0.18% hits | inhibition, % at 8.4 µM | Toll-like receptor 4 (Homo sapiens) + Myeloid differentiation primary response protein … | AID 861, 2007 | HeLa CL3-4 TLR4/MyD88 BLA complementation; in the data active means inhibition above about 25%;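 further: 0% = vehicle and 100% = reference inhibitor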
Target sequence (O00206 whole entry, looked up): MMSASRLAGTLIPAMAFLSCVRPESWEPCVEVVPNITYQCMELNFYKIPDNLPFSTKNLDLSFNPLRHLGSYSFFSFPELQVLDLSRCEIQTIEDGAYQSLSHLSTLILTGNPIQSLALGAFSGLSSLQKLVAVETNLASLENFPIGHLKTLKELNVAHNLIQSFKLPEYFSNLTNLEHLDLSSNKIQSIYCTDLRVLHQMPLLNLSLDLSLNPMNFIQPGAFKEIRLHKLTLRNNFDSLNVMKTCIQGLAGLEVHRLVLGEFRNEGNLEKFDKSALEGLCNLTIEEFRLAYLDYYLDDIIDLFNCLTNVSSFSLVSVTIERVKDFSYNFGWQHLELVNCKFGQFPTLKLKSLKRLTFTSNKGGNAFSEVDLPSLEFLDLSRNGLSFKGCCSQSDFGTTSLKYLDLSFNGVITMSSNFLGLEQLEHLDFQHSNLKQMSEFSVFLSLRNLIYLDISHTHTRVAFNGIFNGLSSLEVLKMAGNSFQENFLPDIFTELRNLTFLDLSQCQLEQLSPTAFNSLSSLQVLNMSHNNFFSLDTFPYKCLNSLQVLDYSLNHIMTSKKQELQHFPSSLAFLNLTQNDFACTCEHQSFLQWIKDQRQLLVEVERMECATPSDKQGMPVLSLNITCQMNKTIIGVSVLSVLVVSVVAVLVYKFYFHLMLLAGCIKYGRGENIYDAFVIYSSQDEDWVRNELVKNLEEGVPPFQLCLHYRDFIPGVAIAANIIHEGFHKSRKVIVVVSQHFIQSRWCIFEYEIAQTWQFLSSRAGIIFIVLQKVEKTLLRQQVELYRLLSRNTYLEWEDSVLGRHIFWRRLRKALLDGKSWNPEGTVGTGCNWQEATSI
Target sequence (Q99836 whole entry, looked up): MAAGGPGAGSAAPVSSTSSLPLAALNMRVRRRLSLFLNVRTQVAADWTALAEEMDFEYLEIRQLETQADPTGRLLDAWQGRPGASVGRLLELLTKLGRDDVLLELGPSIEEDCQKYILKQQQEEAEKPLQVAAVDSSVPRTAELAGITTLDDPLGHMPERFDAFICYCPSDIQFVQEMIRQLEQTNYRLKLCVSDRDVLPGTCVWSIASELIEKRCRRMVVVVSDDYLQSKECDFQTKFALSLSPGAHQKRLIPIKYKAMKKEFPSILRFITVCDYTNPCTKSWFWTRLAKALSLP
* marks the source's active call; other numbers are inactive results; nt = not tested or not shown. Unless noted, no stated cut-off is given here; in the data, active means inhibition above about 50%; inactive means the rest.

SMILES	PMI activator	Diaph inh CS	PMI act satM6P	S1P3 antagonist	Diaphorase act	Hsp70 act	G6PDH CS	Redox H2O2 prof	RAM network inh	L major viab	TLR4-MyD88 BLA
CCCn1c(N/N=C(C)\C=C\c2ccccc2)nc2c1c(=O)[nH]c(=O)n2C	1.5	12	1.6	3	0.9	-0.3	-1	-0.4	1.4	11	-10
C=CCn1c(COc2cc(C)ccc2C(C)C)nnc1SCC(=O)c1c(N)n(C)c(=O)n(C)c1=O	1	9	1	-1	0.9	-0.3	-6	-0.3	-1.2	0	3
CCN(CC)C(=O)c1ccccc1NC(=O)CN1C(=O)c2ccccc2C1=O	1	12	1	4	0.9	0.6	9	-0.8	0.7	-1	-3
CCOc1cc(/C=N/N=C(/N)c2nonc2N)cc(Br)c1OCc1ccc(Cl)cc1	0.9	15	0.8	nt	0.8	-0.2	9	0.5	4.2	10	-15
COCCNC(=O)C(c1cccs1)N(C(=O)Cn1nnc2ccccc21)c1cccc(C)c1 (stereo unspecified)	0.9	9	0.9	9	0.9	-0.1	5	-1.0	1.6	-6	-11
O=C(N/N=C/c1cccs1)c1cccc2cc[nH]c12	1	14	1	nt	0.9	0.0	5	0.0	-1.2	3	-10
CCCCCC(=O)NNC(=O)Nc1ccccc1	0.9	12	1	0	0.9	-0.5	5	0.6	0.1	-2	1
CC(NC(=O)CSc1n[nH]c(=O)n1C1CC1)C12CC3CC(CC(C3)C1)C2 (stereo unspecified)	0.9	7	1	-25	0.9	-0.6	2	1.0	-0.1	5	3
COc1ccc2nc(NNC(=O)COc3ccccc3)sc2c1	1.1	-15	1.1	3	1.1	-0.1	5	-0.8	2.0	-7	-21
CCOC(=O)C1CCN(S(=O)(=O)c2nc3nc(C)cc(C)n3n2)CC1	1	4	1	4	1	-0.4	0	-0.9	0.8	-7	-2
CCn1c(CNC(=O)c2cccs2)nnc1SCC(=O)Nc1cc(Cl)ccc1C	1	1	1	nt	1	-0.2	0	1.0	0.3	1	1
Cc1c(Cl)cccc1NC(=O)CCCn1nc([N+](=O)[O-])cc1C	1	10	0.9	-13	0.9	-0.1	-7	-0.7	1.7	-5	-12
Brc1ccc(/C=N/Nc2ccc3ccccc3n2)cc1	1	-4	1.1	nt	1	-0.1	3	0.4	-0.8	1	0
CC1=C(C(=O)OC(C)C)C(c2coc3ccccc3c2=O)C2=C(CCCC2=O)N1 (stereo unspecified)	1	6	1	nt	0.9	-0.2	1	0.2	2.5	3	9
CCCn1c(C(Cc2ccccc2)NC(=O)COC)nc2ccccc21 (stereo unspecified)	1	4	1	nt	1	-0.2	-11	-1.4	1.7	8	-4
CCO[C@@H]1OC(C(=O)NCc2nc3ccccc3[nH]2)=C[C@H](c2ccc(C(F)(F)F)cc2)[C@H]1CCCO	0.7	34	0.8	-3	0.7	-0.3	18	0.1	-0.5	13	-6
CN(Cc1cn(-c2ccccc2)nc1-c1ccc2c(c1)OCO2)Cc1nccn1C	0.9	18	1	-9	0.8	0.2	3	0.0	-0.1	24	-14
CCN(C(=O)CSc1ncccc1C(=O)Oc1cccc([N+](=O)[O-])c1)c1cccc(C)c1	0.8	12	0.9	6	0.9	-0.6	-16	0.3	7.1	-5	-12
O=C(/C=C/c1cccs1)N1CCN(Cc2ccc3c(c2)OCO3)CC1	1	22	0.8	-18	0.8	-0.2	6	-0.3	0.5	-1	-13
Cc1ccc(OCC(=O)NNC(=O)CSc2nnc(-c3ccc(C)cc3)n2C)cc1	0.9	10	1	4	0.9	-0.4	2	-0.1	1.5	-4	15
CC1(C)C/C(=N\NC(=S)Nc2ccccc2F)c2cc(O)ccc2O1	0.9	44	1	-6	0.6	0.1	-1	-2.1	3.1	80*	6
O=C(Cn1cnc2c(cnn2-c2ccc(F)cc2)c1=O)N1CCN(c2ccccc2)CC1	1	2	1	-54	1	-0.2	-2	0.6	4.3	0	-16
C[C@H]1COc2c(C3(N)CC3)c(F)cc3c(=O)c(C(=O)O)cn1c23	1	-3	1	-13	1	-0.3	12	nt	nt	nt	nt
CC(C)CC(=O)NC(=S)Nc1ccccc1F	0.9	22	0.9	nt	0.8	-0.3	14	0.3	-0.2	-1	11

Record cards, as listed above. Values in the order: PMI activator, Diaph inh CS, PMI act satM6P, S1P3 antagonist, Diaphorase act, Hsp70 act, G6PDH CS, Redox H2O2 prof, RAM network inh, L major viab, TLR4-MyD88 BLA
`Cc1ccc(OCC(=O)NNC(=O)CSc2nnc(-c3ccc(C)cc3)n2C)cc1` is listed as 0.9, 10, 1, 4, 0.9, -0.4, 2, -0.1, 1.5, -4, 15
`CC(C)CC(=O)NC(=S)Nc1ccccc1F` is listed as 0.9, 22, 0.9, nt, 0.8, -0.3, 14, 0.3, -0.2, -1, 11

The list continues.
SMILES	PMI activator	Diaph inh CS	PMI act satM6P	S1P3 antagonist	Diaphorase act	Hsp70 act	G6PDH CS	Redox H2O2 prof	RAM network inh	L major viab	TLR4-MyD88 BLA
O=C(CC(=O)N/N=C/c1c(F)cccc1Cl)NCc1ccccc1	1	2	1	2	1	-0.2	1	-0.7	-0.1	-5	2
CCOC(=O)/C(N=Nc1ccc(Cl)cc1)=C(/O)c1ccc([N+](=O)[O-])cc1	1	4	1	nt	1	-0.3	7	0.2	3.1	-6	-2
Nc1cc(-c2ccc(Cl)cc2)nn1S(=O)(=O)c1cccc2nsnc12	0.8	34	0.9	nt	0.7	-0.2	-4	-1.3	2.7	20	2
CCOC(=O)C(O)(CC(=O)Nc1cc(F)ccc1C)C(F)(F)F (stereo unspecified)	1.2	2	1.2	nt	1	0.0	6	0.6	1.1	-4	-6
Cc1cc(C)cc(NC(=O)CCC(=O)Nc2cc(C)on2)c1	0.9	8	0.8	nt	0.9	-0.5	14	0.8	-0.1	-4	1
CCOc1ccc(/C(O)=C2\C(=O)C(=O)N(CCN(C)C)C2c2cccc(OC)c2OC)cc1Cl (stereo unspecified)	1.1	13	1.4	-9	0.9	0.1	0	-1.6	-1.2	-7	-11
O=C(Nc1ccc(Cl)cc1)c1cc2nc(C3CC3)cc(C(F)(F)F)n2n1	1	8	1	nt	0.9	-0.4	-10	0.6	3.2	2	2
COc1nc(Nc2ccc([N+](=O)[O-])cc2)nc(NC2CCCCC2)n1	0.8	39	0.8	-28	0.6	-0.2	11	1.2	-0.2	89*	-7
Cc1ccc(C(=O)N2C(=S)C(c3ccc(F)cc3)=NC23CCN(C)CC3)cc1	0.9	9	1	-13	0.9	-0.4	-3	0.5	-1.1	-2	-10
Clc1ccc(-c2csc(N/N=C/c3ccc4c(c3)OCO4)n2)cc1	0.9	14	1	-28	0.9	-0.1	-14	0.3	5.8	23	3
O=S(=O)(Nc1ccncc1)c1ccc(Cl)cc1	1	2	1.1	nt	1	-0.1	5	0.0	1.6	-4	-9
CCc1nc(SCC(=O)N2CCC(C)CC2)c2c(=O)n(C)c(=O)n(C)c2n1	1.1	9	1.1	0	0.9	-0.6	11	-1.7	0.6	6	-9
CN1C(=S)SC(C)(NO)C1(C)C (stereo unspecified)	0.8	12	0.8	19	0.9	-0.2	4	1.7	2.0	-5	-4
COc1ccc(S(=O)(=O)N2CCCN(CCC(=O)Nc3cccc(C(F)(F)F)c3)CC2)cc1	1	12	1	31	0.9	-0.5	16	1.9	-0.1	100*	2
COc1cc2[nH]c(=O)n(Cc3ccccc3Cl)c(=O)c2cc1OC	1	0	1	nt	1	0.0	0	-1.1	3.5	-1	-4
CCCCCCCCCCn1c2c(c(=N)c3c1CCC3)CCC2	0.9	-15	0.9	nt	1.1	-0.4	0	-8.3	-1.8	100*	10
Cc1ccc(C(=O)COC(=O)CNC(=O)c2cccs2)cc1	0.9	11	1	nt	0.9	-0.2	-2	0.2	2.4	-3	4
N#CC(C(=O)C12CC3CC(CC(C3)C1)C2)c1nc2ccccc2[nH]1 (stereo unspecified)	1	10	1	-10	0.9	-0.4	1	2.6	1.2	21	-5
CCCS(=O)(=O)N1CCC(C(=O)NCc2ccc3c(c2)OCO3)CC1	1.3	2	1.3	-23	1	-0.2	4	0.0	1.1	-5	-17
